Screens: PubChem, several laboratories
TDP2 absorb: TDP2 (human) inhibition, absorbance primary screen. O95551. recombinant TDP2, T5PNP hydrolysis, p-nitrophenol absorbance 415 nm. inhibition, % at 12.8 µM. 370,000 compounds, 0.34% hits;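 active means inhibition above the mean of all tested compounds plus 3 SD, set per campaign, cut at about 25% in these data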;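 further: 0% = DMSO with enzyme and 100% = buffer with substrate but no TDP2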
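Read-out basis: percent inhibition. System: recombinant human TDP2. Buffer or medium: Mg2+-containing Tris-HCl buffer, pH 7.5. Repeats: single replicate. Timing: reaction 2 h, 37 °C. Benchmarks: high control without enzyme, low control DMSO plus TDP2. Probe or stimulus: 5 mM T5PNP. Doses: 12.8 µM only. Measured by: epi absorbance of p-nitrophenol freed from T5PNP by hydrolysis.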
HTRA1 inh: HTRA1 (human) protease inhibition; 340,000 compounds, 0.5% hits; Q92743; AID 504803; inhibition, % at 5.96 µM; recombinant HTRA1, FP-rhodamine activity-based probe, fluorescence polarization; in the data active means inhibition above about 36%;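 further: 0% = enzyme with DMSO and 100% = wells lacking enzyme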
Target sequence (Q92743 whole entry, looked up): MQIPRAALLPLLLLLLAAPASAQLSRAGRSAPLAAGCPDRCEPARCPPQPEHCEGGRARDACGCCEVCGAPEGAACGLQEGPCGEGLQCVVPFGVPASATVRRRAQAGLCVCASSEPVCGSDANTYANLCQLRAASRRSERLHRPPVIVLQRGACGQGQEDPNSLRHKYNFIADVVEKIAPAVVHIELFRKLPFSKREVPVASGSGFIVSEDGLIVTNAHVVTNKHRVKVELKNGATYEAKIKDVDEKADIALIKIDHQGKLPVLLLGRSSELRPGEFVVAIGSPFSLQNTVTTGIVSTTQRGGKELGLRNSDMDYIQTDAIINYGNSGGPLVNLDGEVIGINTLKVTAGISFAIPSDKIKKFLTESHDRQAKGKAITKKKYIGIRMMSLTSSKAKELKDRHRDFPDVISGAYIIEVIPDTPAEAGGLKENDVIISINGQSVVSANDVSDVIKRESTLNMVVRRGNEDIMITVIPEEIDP
MBD2 inh: blocks human MBD2 binding to methylated DNA. Q9UBB5. TR-FRET, MBD2 binding to methylated oligonucleotide. inhibition, % at 4.4 µM. 370,000 compounds, 0.31% hits; in the data active means inhibition above about 13%
Target sequence (Q9UBB5 whole entry, looked up): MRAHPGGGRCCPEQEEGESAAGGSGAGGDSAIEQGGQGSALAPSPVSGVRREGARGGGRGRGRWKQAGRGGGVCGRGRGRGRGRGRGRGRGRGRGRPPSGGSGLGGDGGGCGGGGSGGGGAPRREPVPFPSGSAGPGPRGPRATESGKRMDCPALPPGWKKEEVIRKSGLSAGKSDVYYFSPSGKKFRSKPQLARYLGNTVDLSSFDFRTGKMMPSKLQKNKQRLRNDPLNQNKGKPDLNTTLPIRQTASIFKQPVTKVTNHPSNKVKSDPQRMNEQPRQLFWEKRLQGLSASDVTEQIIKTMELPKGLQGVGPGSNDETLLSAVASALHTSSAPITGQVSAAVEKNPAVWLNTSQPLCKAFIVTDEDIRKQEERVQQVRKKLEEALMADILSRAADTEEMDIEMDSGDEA
mABHD4 FP: inhibitors of mouse ABHD4; Q8VD66; purified mABHD4, FP-Rh probe fluorescence polarization; inhibition, % at 8.92 µM; 370,000 compounds, 0.54% hits; AID 720543;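 active means inhibition exceeding the mean over every tested compound plus 3 SD, cut at about 30% in these data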;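 further: 0% = plate median of compound wells and 100% = S159A mutant with DMSO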
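Assay system: wild-type mouse ABHD4 protein; compound: single nominal dose of 8.92 µM, 0.89% DMSO final; schedule: 45 min + 60 min at 25 °C; measured by: FP readout, ex 525 nm / em 598 nm; evaluation: % inhibition of FP-Rh probe binding versus controls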
PRMT1 inh: blocks human protein arginine methyltransferase 1. Q99873. recombinant PRMT1, activity-based probe fluorescence polarization. inhibition, % at 2.79 µM. 370,000 compounds, 1.3% hits. AID 652257;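 active means inhibition above about 21% made by adding two undisclosed values, limit read from the data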
TCR-CD3 inh: human TCR-CD3 binding inhibition | 360,000 compounds, 0.37% hits | TAMRA-labeled TCR probe fluorescence, biochemical | inhibition, % at 9.4 µM | AID 651800; in the data active means inhibition above about 19%;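 further: recombinant mutant TCR 2C K166C tagged with TAMRA read by polarization; 0% = receptor in buffer alone and 100% = receptor with positive control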
NPR2 activator: GC-B (human) receptor activation; P20594; HEK293-GC-B cells, CNP EC30, cGMP TR-FRET; 0% at EC30 CNP, 100% saturating CNP; 370,000 compounds, 0.11% hits; AID 1920062; activation, % at 10 µM;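 active means activation at 10 µM reaching about 35% in either raw or pattern-adjusted values, limit read from the data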
rCAG binder: r(CAG) repeat RNA binding | 370,000 compounds, 1.3% hits | TO-PRO-1 dye displacement fluorescence | AID 651821 | inhibition, % at 3 µM;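 active means inhibition above the plate cutoff, the mean of all test compounds on that plate plus 3 SD, cut at about 35% in these data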;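 further: 0% = DMSO alone and 100% = 100 µM mitoxantrone as full dye displacement; higher means more dye released from RNA so lower well fluorescence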
SIAE primary: human SIAE inhibition, primary screen | Q9HAT2 | SIAE FP-Rh probe binding, fluorescence polarization | inhibition, % at 9.66 µM | 370,000 compounds, 0.69% hits | AID 1053197;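 active means inhibition above a cutoff: mean of compounds within the control limits plus 3 SD of those, cut at about 17% in these data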;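 further: 0% = plate median of compound wells and 100% = probe without SIAE protein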
LEDGF integ inh: blocks HIV-1 LEDGF/p75-dependent DNA integration. 370,000 compounds, 0.64% hits. TR-FRET IN-LEDGF/p75 DNA integration, Eu/Cy5. AID 743269. inhibition, % at 3.7 µM;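 active means inhibition above the screen-wide mean plus 3 SD, cut at about 13% in these data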;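 further: signal is the Cy5 over europium emission ratio at 671 and 618 nm; 0% = plate median of compound wells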
An asterisk follows results filed as active; nt = not tested or not shown.

Under each structure – LEDGF integ inh	NPR2 activator	PRMT1 inh	TCR-CD3 inh	SIAE primary	MBD2 inh	TDP2 absorb	mABHD4 FP	HTRA1 inh	rCAG binder
- N=c1c2ccccc2nnn1-c1ccc(C(F)(F)F)cc1
→ 0	-1	0	-2	-1	-2	3	3	3	-2
- COc1ccc(CN2CN3Cc4ccc(C)cc4C3CS2(=O)=O)cc1 (stereo unspecified)
→ 0	6	2	nt	-3	3	-7	-4	nt	6
- O=C(N/N=C/c1cc([N+](=O)[O-])ccc1Cl)c1ccc2nc[nH]c2c1
→ -1	-8	1	6	-4	-4	2	-2	-3	4
- O=C(CC(c1ccccc1)c1cc(Br)ccc1O)NCCCN1CCOCC1 (stereo unspecified)
→ 2	-4	-3	9	2	3	9	-5	-4	0
- CCOC(=O)N1CCN(c2c(NCC3CCCO3)c(=O)c2=O)CC1 (stereo unspecified)
→ -4	-3	5	4	0	-3	2	9	0	2
- COc1ccc(COc2ccc3ccc(=O)oc3c2)cc1
→ 1	-3	-7	6	4	-2	-13	-11	-9	-2
- COc1ccc(CNC(=O)CC2C[C@H](C(=O)N3CCCCC3)[C@@]3(C)c4[nH]c5ccccc5c4CCN3C2=O)cc1OC (stereo partly specified)
→ -3	-3	0	-6	4	-1	6	4	0	0
- OC(COc1cc(Cl)c(Cl)cc1Cl)CN1CCN(c2ncccn2)CC1 (stereo unspecified)
→ -3	5	-1	4	8	1	2	2	-17	-1
- COc1cc(CN2CCCC(CCC(=O)NCc3ccc(C)o3)C2)cc2c1OCO2 (stereo unspecified)
→ -4	-1	2	-2	1	-1	-5	1	-1	-8
- Clc1ccc(-c2cc(-c3ccccn3)on2)c(Cl)c1
→ -3	-3	2	-12	0	0	-6	4	-6	-1
- Nc1ncnc2c1ncn2[C@@H]1O[C@H](C(=O)N[C@@H](CO)Cc2ccccc2)[C@@H](O)[C@H]1O
→ 2	-1	1	0	25*	6	2	6	nt	0
- O=C(NCc1cccs1)C1CCN(S(=O)(=O)c2ccc(Br)s2)CC1
→ 0	-3	-2	1	-7	-2	5	-7	-5	0
- CC(/C=C1\N=C(SCc2ccccc2)SC1=O)=C\c1ccccc1
→ -3	2	11	-16	-22	7	-10	4	-15	14
- Cc1c(NC(=O)C2CCCCC2)cc(C(=O)N2CCOCC2)cc1[N+](=O)[O-]
→ -3	-3	-2	-8	2	6	12	-3	2	-4
- O=C(Nc1ccc(S(=O)(=O)NC2=NCCCCC2)cc1)c1ccc(Cl)c([N+](=O)[O-])c1
→ 0	-3	2	4	-1	1	-6	3	-7	7
- COc1ccc(C(=O)NCc2ccc3c(c2)OCO3)cc1S(=O)(=O)N(C)Cc1ccccc1
→ 1	0	1	0	-8	-5	14	-9	-24	3
- CC1C2CC(CC1(C)C)N(C(=O)Nc1ccc3nccnc3c1)C2 (stereo unspecified)
→ -2	-5	2	-2	-2	2	5	-3	0	2
- Cc1ccc(CNC(=O)CCC(=O)c2cccs2)cc1
→ 2	0	-2	1	1	3	-14	-2	3	-2
- CSc1ccccc1C(=O)NC1CC2CCC1C2 (stereo unspecified)
→ 1	4	0	6	7	-3	1	-3	-4	-2
- O=C(Nc1nccs1)c1ccc(Cl)nc1
→ -5	5	1	4	-1	4	0	10	0	-1

Full records, looked up by structure. Order of screens: LEDGF integ inh, NPR2 activator, PRMT1 inh, TCR-CD3 inh, SIAE primary, MBD2 inh, TDP2 absorb, mABHD4 FP, HTRA1 inh, rCAG binder
`CSc1ccccc1C(=O)NC1CC2CCC1C2` (stereo unspecified) in the list: 1, 4, 0, 6, 7, -3, 1, -3, -4, -2
`Nc1ncnc2c1ncn2[C@@H]1O[C@H](C(=O)N[C@@H](CO)Cc2ccccc2)[C@@H](O)[C@H]1O` in the list: 2, -1, 1, 0, 25*, 6, 2, 6, nt, 0

(more compounds)
Under each structure – LEDGF integ inh	NPR2 activator	PRMT1 inh	TCR-CD3 inh	SIAE primary	MBD2 inh	TDP2 absorb	mABHD4 FP	HTRA1 inh	rCAG binder
- COc1cc(/C=N/N2CCN(c3ccccc3)CC2)cc(OC)c1OC(C)=O
→ -4	2	-1	-2	8	-5	-6	-6	11	-4
- O=C(Cc1ccc([N+](=O)[O-])cc1)N1CCN=C1SCc1ccccc1
→ -1	-2	1	4	5	-3	2	0	2	10
- CCC(C)c1ccc(NC(=O)CC(C)=O)cc1 (stereo unspecified)
→ 2	-7	1	-5	-3	-5	5	-2	-12	5
- COc1ccc2nc(-n3c(O)c(C4=c5ccccc5=NC4=O)[nH]c3=S)sc2c1
→ 0	0	3	0	3	-4	-6	52*	30	49*
- CCCOc1ccc(C(=O)CCNc2ccc(C)c(Cl)c2)cc1
→ 3	5	-1	5	10	-3	-5	4	0	2
- COc1cc(/C=N/NC(=O)c2nc(-c3ccccc3)n(-c3ccccc3)n2)ccc1O
→ 1	-10	-3	6	8	-3	-6	10	-1	1
- COc1ccc(C#Cc2ccc3c(c2)[C@H]2[C@H](CCN2S(=O)(=O)c2ccccc2F)[C@H](CO)N3C)cc1
→ 4	-10	0	nt	2	-8	8	7	nt	12
- C=CCN(C)CC#Cc1ccc(C)cc1
→ -2	-10	0	nt	-3	5	0	5	nt	-1
- Cc1ccc(C(=O)N(CN2CCCC2=O)c2ccccc2)cc1
→ -1	3	5	-11	2	2	4	-3	4	-3
- CC(=O)Oc1ccc2c(c1)C(=O)CCCCCC(=O)O2
→ 2	0	2	-12	10	1	-3	2	-2	0
- O=C(Cc1cccc(NC(=O)C2CCN(C(=O)C3CC3)CC2)c1)Nc1cccc(C(=O)N2CCCCC2)c1
→ 2	3	8	-4	1	4	-12	-16	4	5
- COc1ccc2c(c1OC)C(=O)N1c3ccccc3C(=O)N(c3ccccc3)C21 (stereo unspecified)
→ -1	18	0	0	2	1	-12	-1	-2	0
- COc1cccc(CNC(=O)CCC2CCCN(C(=O)c3cc4ccccc4o3)C2)c1 (stereo unspecified)
→ 4	-1	-2	4	-1	1	4	-1	-2	-9
- Cc1cc(N)n(-c2ccc(S(N)(=O)=O)cc2[N+](=O)[O-])n1
→ -2	-2	-1	5	2	5	3	-3	7	5
- CC(=O)n1cc(C2C(=O)CC(C)(C)CC2=O)c2ccccc21
→ 1	-1	2	-9	2	2	-9	-1	3	0
- Cc1ccccc1-c1nc(CS(=O)CC(=O)NCc2ccccc2)c(C)o1 (stereo unspecified)
→ 4	3	2	-4	7	2	9	-1	2	2
- CC1(c2nnnn2Cc2ccccc2)CCC(=O)N1CCCn1ccnc1 (stereo unspecified)
→ -5	-1	7	-8	-1	4	-4	-9	nt	1
- O=C(Nc1ccc([N+](=O)[O-])cc1)c1cncc(Br)c1
→ 3	-7	-2	-2	2	5	-1	3	1	1
- COc1c(C)cc(C(O)c2ncc(-c3ccc(Cl)cc3)[nH]2)cc1C (stereo unspecified)
→ 0	-7	6	-7	-10	7	-6	-12	nt	3
- COc1ccc(N2CCN(C3CCCN(C(=O)c4cccc(C)n4)C3)CC2)cc1 (stereo unspecified)
→ 0	5	3	-3	-2	3	18	2	-11	-6
- Cc1onc(-c2c(F)cccc2Cl)c1C(=O)NCc1ccc(S(N)(=O)=O)cc1
→ -5	-2	2	-1	1	3	2	0	6	0
- COc1cc(C(=O)NC2CCN(C)CC2)ccc1Nc1ncc2c(n1)N(C1CCCCC1)CCC(=O)N2C
→ 3	34	0	-10	-4	24*	-17	-2	3	5
- O=C(CCN1C(=O)C2C3CCC(C3)C2C1=O)Nc1ccc(Cl)cc1Cl (stereo unspecified)
→ 3	2	-2	4	5	-1	-13	-3	3	-3
- O=C(c1cc2ccccc2c(=O)o1)N1CCCc2ccccc21
→ -1	-4	-1	-3	-8	-3	-4	-2	6	0
- COc1ccc(S(=O)(=O)Nc2ccc3c(c2)C(=O)N([C@@H](C)CO)C[C@@H](C)[C@H](CN(C)C(=O)CCCN(C)C)OCCCC[C@H](C)O3)cc1
→ -2	2	0	3	3	-4	-1	0	3	7
- COc1ccccc1NC(=O)c1cc2ccccc2o/c1=N\O
→ 0	-11	9	-7	-8	-4	9	9	-12	6
- COc1cccc(-c2nc(CS(=O)(=O)c3ccccc3)no2)c1
→ -3	-1	1	0	1	2	-9	0	-11	0
- COc1cccc(CNC(=O)c2ccc(Cl)c(NC3=NC4CS(=O)(=O)CC4S3)c2)c1 (stereo unspecified)
→ 0	-2	-2	2	-4	1	-13	19	0	3
- CCOC(=O)C1CCCN(C(=O)c2ccc(CNS(=O)(=O)c3ccc(C)cc3)cc2)C1 (stereo unspecified)
→ 2	-3	-1	3	-1	-3	-7	3	4	-8
- CC(c1n[nH]c(=S)n1Cc1ccccc1)N(C)C (stereo unspecified)
→ 0	12	0	-1	9	-5	-5	3	-2	-4
- COc1cccc(-c2cc(C(=O)O)no2)c1
→ -2	4	13	-4	1	9	7	-47	-15	7
- O=C(COC(=O)/C=C/c1ccc(Cl)cc1)Nc1ccccc1-c1ccccc1
→ -1	-2	-3	2	4	0	-4	0	-1	-2
- COc1ccc(-n2c(SC)nnc2-c2c[nH]c3ccccc23)cc1
→ 2	3	-2	4	6	3	9	-5	-3	1
- COc1cc(NC(=S)NNC(=O)C(C)(C)O)cc(OC)c1
→ 2	-6	5	9	4	0	-2	-3	3	1
- Cc1nc2sccn2c(=O)c1S(=O)(=O)NCc1ccccc1Cl
→ 0	1	8	1	-2	-7	10	6	4	0
- N#Cc1c(NC(=O)Cn2cnc3ccccc3c2=O)oc(-c2ccccc2)c1-c1ccccc1
→ 5	-5	-1	1	-25	1	8	-43	-16	43*
- CCOc1cc(N2CCOCC2)c(OCC)cc1NC(=O)CN1CCN(Cc2ccc3c(c2)OCO3)CC1
→ 4	10	1	7	-5	1	-12	0	2	-3
- CC(c1ccccc1)N(C)CC(=O)NC(=O)NCCC1=CCCCC1 (stereo unspecified)
→ 2	-1	-4	-2	-1	0	-1	2	-12	-3
- CC(C(=O)NC1CCCC1)N(C(=O)CS(=O)CC(=O)Nc1ccc(F)cc1)c1ccc2c(c1)OCCO2 (stereo unspecified)
→ 1	5	0	-1	11	-6	6	0	7	-7
- CC1(C)SC(=S)N(c2ccccc2)C1/[N+]([O-])=C/c1cccc([N+](=O)[O-])c1 (stereo unspecified)
→ -1	-2	-1	-8	3	5	-8	1	nt	1

Only MBD2 inh, for 6 of the compounds above:
canonical_smiles	MBD2 inh
O=C(Nc1nccs1)c1ccc(Cl)nc1	4
CC(/C=C1\N=C(SCc2ccccc2)SC1=O)=C\c1ccccc1	7
COc1ccc(-n2c(SC)nnc2-c2c[nH]c3ccccc23)cc1	3
COc1ccc(C#Cc2ccc3c(c2)[C@H]2[C@H](CCN2S(=O)(=O)c2ccccc2F)[C@H](CO)N3C)cc1	-8
COc1cccc(-c2nc(CS(=O)(=O)c3ccccc3)no2)c1	2
Cc1c(NC(=O)C2CCCCC2)cc(C(=O)N2CCOCC2)cc1[N+](=O)[O-]	6

Not all compounds are listed; rates above refer to the full screens.
